# RMI FANCM FP – disruptors of RMI1/RMI2 association with MM2 peptide – biochemical, fluorescence polarization, human, primary screen. 70,000 compounds, 0.58% hits. FP signal (polarization) at 33 µM. RMI core complex (RMI1/RMI2) binding to FANCM MM2 peptide, human. RMI core complex with F-MM2 peptide; hits give low values. AID 1159607, 2016; in the data active = FP signal below about 40; also: inactives centre near 61; strong numbers were not always called active; unit not given here
# * hit, by the source's call. An excerpt (hit frequency here may not be typical).
SMILES,RMI FANCM FP
CC(=O)C1=C(O)C2C3c4c[nH]c5cccc(c45)CC3C(C)(C)N2C1=O (stereo not drawn),60
